Screens: PubChem, National Center for Advancing Translational Sciences (NCATS)
PLK1 PBD inh = blocks phosphopeptide binding to human PLK1 polo-box domain. Plk1 PBD binding of FITC phosphopeptide, fluorescence polarization. Potency, µM, inactives show max response, negative = inhibition, hits mostly inhibitors. P53350. 2.8% of 360,000 active; note: potency is the fitted concentration of half-maximal effect; series mostly up to about 57 µM; % is set by controls: 0 for no effect and ±100 for the full control effect; nearly all actives have a fitted effect of over 65% in size
Abeta rescue = A-beta toxicity reversal in yeast; yeast expressing A-beta42, growth rescue, OD600, 48 h; response scale: 0% DMSO, 100% iron-clioquinol control; Potency, µM (top dose mostly 46.1 µM), for inactives: at the top dose growth rescue, usual class: activators; 0.063% of 410,000 active; AID 1347071; note: potency is the fitted concentration of half-maximal effect; nearly all actives have a fitted effect of over 55% in size
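Growth rescue measured by 600 nm absorbance after 48 h yeast culture at 30 C with compound. Values normalized between DMSO and an equimolar ferric chloride plus clioquinol control.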
EPAC1 antagonist = antagonists of human EPAC1 | O95398 | EPAC1 GEF assay, Rap1b-BODIPY-GDP exchange fluorescence | Potency, µM (top dose mostly 115 µM), for inactives: top-dose activity change, negative = inhibition, most hits filed as inhibitors | 0.14% of 360,000 active | AID 720709;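 note: potency is the fitted concentration of half-maximal effect; plate controls were vehicle for no effect and positive control for full effect; nearly all actives have a fitted effect of over 50% in size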
FUS suppressor = rescues growth of FUS-expressing yeast. S. cerevisiae FUS-expressing, growth rescue, OD600, 24 h. Potency, µM (titrated, usually from 76.6 µM), without a hit: at the top dose growth rescue (activation), actives largely listed as activators. 0.24% of 390,000 active;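 note: potency is the fitted concentration of half-maximal effect; plate controls were DMSO vehicle for no effect and reference control for full effect; nearly all actives have a fitted effect of over 55% in size; some results filed as inactive show a strong effect at the top dose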
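FUS-expressing yeast, raffinose-pregrown, induced in 2% galactose minimal medium at OD 0.005; compounds in a dilution series, 24hr at 30C. Growth restoration read as absorbance at 600 nm. CP55940 positive control, DMSO negative.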
PI5P4K alpha inh = inhibitors of human PI5P4K alpha | 1.2% of 330,000 active | AID 652105 | PI5P4Kalpha enzyme, ADP-Glo luminescence, 60 min; active compounds read low | max response, %; active = max response of -50% or lower; inconclusive = between -30% and -50%; inactive = -30% or higher; note: value at the top dose of about 77 µM; % is set by controls: 0 for no effect and ±100 for the full control effect
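ADP-Glo luminescence end-point after a 60 min room-temperature kinase reaction. PI5P4Kalpha and substrate in HEPES pH 7.4 buffer with EGTA, 0.1% CHAPS and 5% DMSO; ATP at 5 microM final.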
IL2 activator = activates IL-2 in a cell-based reporter assay. IL-2 activation reporter assay, cell-based qHTS; stimulated with anti-CD3/CD4/CD28 beads; in transgenic mouse T cells. AID 652025. 0.065% of 360,000 active. activation, % (series mostly up to about 46 µM); in the data active = activation above about 50%; inconclusive = mostly about 30% to 49%; note: 0% is about no effect
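EGFP and DsRed fluorescence is measured by plate cytometry in unstimulated transgenic mouse T cells exposed to compound for 60 minutes, then stimulated 18 hours at 37 degrees C with anti-CD3/anti-CD4 beads plus anti-CD28.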
WRN helicase inh = blocks human WRN helicase. Q14191. WRN helicase unwinding, fluorescent forked duplex, kinetic. Potency, µM (series often up to 114 µM), without a hit: at the top dose activity change, negative = inhibition, hits mostly inhibitors. 0.46% of 360,000 active. AID 651768; note: potency is the fitted concentration of half-maximal effect; % is set by controls: 0 for no effect and ±100 for the full control effect; nearly all actives have a fitted effect of over 55% in size
Target sequence (Q14191 whole entry, looked up): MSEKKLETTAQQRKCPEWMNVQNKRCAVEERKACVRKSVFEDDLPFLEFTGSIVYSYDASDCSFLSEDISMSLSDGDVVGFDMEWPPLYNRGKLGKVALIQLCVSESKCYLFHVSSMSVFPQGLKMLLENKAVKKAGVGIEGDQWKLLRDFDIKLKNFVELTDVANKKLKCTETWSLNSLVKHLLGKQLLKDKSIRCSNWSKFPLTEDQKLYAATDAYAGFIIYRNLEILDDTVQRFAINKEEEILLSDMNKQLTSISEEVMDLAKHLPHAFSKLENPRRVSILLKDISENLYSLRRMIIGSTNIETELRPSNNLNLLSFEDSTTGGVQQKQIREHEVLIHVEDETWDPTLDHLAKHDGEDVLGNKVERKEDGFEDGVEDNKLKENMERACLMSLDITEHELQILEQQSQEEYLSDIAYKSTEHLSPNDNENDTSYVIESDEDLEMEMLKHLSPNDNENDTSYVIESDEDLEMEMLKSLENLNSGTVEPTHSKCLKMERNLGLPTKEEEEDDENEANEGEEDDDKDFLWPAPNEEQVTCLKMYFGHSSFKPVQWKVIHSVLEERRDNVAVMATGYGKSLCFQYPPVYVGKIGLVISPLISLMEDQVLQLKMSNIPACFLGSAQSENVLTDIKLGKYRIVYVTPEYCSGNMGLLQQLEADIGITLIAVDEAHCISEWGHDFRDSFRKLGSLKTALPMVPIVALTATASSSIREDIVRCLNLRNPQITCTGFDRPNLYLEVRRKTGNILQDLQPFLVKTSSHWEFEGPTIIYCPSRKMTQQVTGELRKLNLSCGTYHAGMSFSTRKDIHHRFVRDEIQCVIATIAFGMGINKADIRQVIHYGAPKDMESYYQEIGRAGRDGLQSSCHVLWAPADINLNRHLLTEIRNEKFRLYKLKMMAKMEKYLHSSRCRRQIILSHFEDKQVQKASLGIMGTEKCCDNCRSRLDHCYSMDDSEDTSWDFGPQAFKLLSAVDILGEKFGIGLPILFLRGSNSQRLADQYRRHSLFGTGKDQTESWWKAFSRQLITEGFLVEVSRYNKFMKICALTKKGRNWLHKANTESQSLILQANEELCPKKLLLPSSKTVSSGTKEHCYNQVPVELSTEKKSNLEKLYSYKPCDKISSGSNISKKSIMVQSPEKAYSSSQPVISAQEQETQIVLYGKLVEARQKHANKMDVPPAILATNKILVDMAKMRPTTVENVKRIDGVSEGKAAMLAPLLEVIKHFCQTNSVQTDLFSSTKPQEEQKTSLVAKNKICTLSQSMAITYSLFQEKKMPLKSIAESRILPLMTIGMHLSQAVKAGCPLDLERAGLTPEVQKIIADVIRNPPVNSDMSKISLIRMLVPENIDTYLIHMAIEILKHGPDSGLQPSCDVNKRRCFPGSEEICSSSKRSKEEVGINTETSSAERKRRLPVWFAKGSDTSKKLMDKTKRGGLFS
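Fluorescence dequenching readout, ex 525 nm/em 598 nm, kinetic mode: forked duplex DNA (100 nM final) with adjacent fluorophore and quencher unwound by WRN (20 nM final) with 2 mM ATP. Compound preincubation 15 min, room temperature.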
EPAC1 ag = agonists of human EPAC1; EPAC1 agonist qHTS, biochemical assay; response scale: 100% = response to 6.5 mM cAMP; Potency, µM (top dose mostly 154 µM), without a hit: at the top dose activation, hits mostly activators; 0.073% of 360,000 active; note: potency is the fitted concentration of half-maximal effect; nearly all actives have a fitted effect of over 60% in size
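Multi-concentration qHTS readout: loss of Rap1B-bound BODIPY-GDP fluorescence driven by 100 nM EPAC1 with excess GDP (50 uM), monitored kinetically at room temperature; agonist response expressed relative to 6.5 mM cAMP.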
Numbers without * were called inactive; ? = inconclusive; / = no result given; [ ] = dose if it differs, or a comment. Unless noted, calls come from the whole dose curve; as a rule, active = well fitted curve in the direction sought with a large enough effect; inconclusive = small, poorly fitted or top-dose-only effect, or another doubt; inactive = no such curve, though single readings can be large; an effect the other way counts as inactive or inconclusive.

SMILES	PLK1 PBD inh	Abeta rescue	EPAC1 antagonist	FUS suppressor	PI5P4K alpha inh	IL2 activator	WRN helicase inh	EPAC1 ag
CC(O)(C(=O)c1ccccc1)c1ccccc1 (stereo not drawn)	-3%	-6%	-9%	-10%	0	0.2	2%	-9%
c1ccc(-n2ncc3c(NCc4ccc5c(c4)OCO5)ncnc32)cc1	0%	-4%	-2%	5%	/	-0.5	-1%	-4%
S=C(NC1CCCC1)N1CCN(c2ccccn2)CC1	-7%	4%	-6%	/	-6	-0.1	2%	-11%
COc1ccccc1-n1ccnc(SCC(=O)NC2CCCC2)c1=O	-4%	1%	-11%	1%	-2	0.8	5%	17%
COc1ccc(NC(=O)CN2CCN(c3ccccn3)CC2)cc1Cl	-1%	-14%	28%	-4%	1	-1.4	-2%	3%
C[C@H](OC(=O)NCc1ccc(C(F)(F)F)cc1)[C@@H]1O[C@@]2(C)CCC[C@@H]1O2	-5%	24%	3%	8%	-2	0.5	-2%	-7%
CCCCCCCC(=O)NNC(=O)c1c(O)c2ccccc2n(CCC)c1=O	-14%	-7%	6%	2%	0	-0.4	8%	15%
CCOc1ccc(S(=O)(=O)Nc2cccc(C(=O)NCC3(N4CCCCC4)CCCCC3)c2)cc1	-8%	1%	12%	-1%	-1	-6.1	-2%	-6%
CC(C)CCOc1cccc(OCC(=O)Nc2ccncc2)c1	0%	-68%[inhibitor]	-8%	10%	2	-0.4	-3%	4%
CC(=O)Nc1cccc(/C(C)=N/NC(=O)c2ccc3c(c2)OCO3)c1	0%	4%	-18%	5%	-3	-0.5	-3%	8%
COC(=O)/C=C/C(=O)Nc1cccnc1	-14%	-5%	11%	-4%	-4	0.2	-6%	-1%
Cn1nc(-c2ccc(Cl)cc2)cc1NC(=O)CCCC(=O)O	1%	2%	-15%	-4%	-24	6.1	1%	0%
COc1ccc(-c2nc(NC(=O)CCNC(=O)c3ccco3)sc2C)cc1	-4%	16%	-9%	10%	-5	-0.8	-4%	11%
CNC(=O)CN(C)S(=O)(=O)c1ccc(OC)c(Cl)c1	2%	29%	6%	-28%	2	0.1	3%	7%
COc1ccc(OC)c(C(c2nnnn2Cc2ccccc2)N2CCN(C)CC2)c1 (stereo not drawn)	-2%	14%	5%	13%	3	1.9	-19%[57.1 µM]	-1%
Nc1nonc1-n1nnc(C(=O)N/N=C/c2ccc(OCc3ccccc3F)cc2)c1CNc1ccccc1	-18%	-2%	16%	17%	-1	-3.9	-4%	-13%
Cc1cccc(-n2c(=O)c3c(C)c(C)sc3n(CC(N)=O)c2=O)c1	-2%	-6%	-1%	19%	-7	0.1	-2%	-1%
OC[C@@H]1CN(CCN2CCOCC2)C[C@H](n2cnc3c(NC4CCCC4)ncnc32)O1	-6%	19%	-14%	-17%	0	0.0	-1%	-1%
COc1cccc(NS(=O)(=O)c2ccc(-c3coc(C)n3)cc2)c1	-4%	3%	4%	-2%	-3	-3.5	-3%	-2%
COC(=O)c1cc(Cn2nc(C(=O)O)c3ccccc3c2=O)oc1C	-4%	-2%	-6%	-15%	-6	0.8	12%	8%
COc1cc(S(=O)(=O)Nc2cccc(C)c2)ccc1NC(=O)c1ccncc1	-13%	6%	-12%	-4%	-6	-0.4	-3%	9%
CC(NC(=O)N(Cc1ccccc1)Cc1ccc2c(c1)OCO2)(C(F)(F)F)C(F)(F)F	-3%	7%	-26%	7%	/	0.1	-3%	11%
C[C@@H]1CN([C@H](C)CO)C(=O)CCCn2nncc2CO[C@H]1CN(C)S(=O)(=O)c1ccc(Cl)cc1	-19%	-8%	6%	-1%	-2	3.4	-1%	5%
O=C(CCCN1C(=O)C2CCCCN2C1=O)N1CCN(c2ccc([N+](=O)[O-])cc2)CC1 (stereo not drawn)	-1%	-6%	-14%	-6%	-2	-0.2	-2%	7%
COC(=O)CC#N	-9%	-17%	-9%	-51%[inhibitor]	4	0.2	4%	-10%
COc1ccc(CN(C)C(=O)CCN(c2ccccc2)S(=O)(=O)c2ccc(C)cc2)c(OC)c1	1%	21%	16%	28%	12	-7.1	-9%	5%
Cc1ccc(NS(=O)(=O)c2ccc(Cl)s2)cc1S(=O)(=O)N(C)C	?	15%	-19%	/	-11	-0.7	-23%	-4%
COc1ccc2[nH]c(=O)c(CNc3ccccc3)cc2c1	?	-2%	6%	14%	-19	-0.4	-10%	21%
CC1CCCC(C)N1C(=O)CSc1nc(N)cc(N)n1 (stereo not drawn)	-6%	-15%	-9%	14%	3	0.7	4%[57.1 µM]	6%
CCOC(=O)CNC(=O)CSc1nc2cccnc2n1CC	-3%	13%	0%	1%	-1	1.5	-3%	0%
CC1NC(=O)c2cc3ccccc3cc2-n2c1nc1ccc(F)cc1c2=O (stereo not drawn)	5%	15%	7%	0%	-1	-1.4	5%	2%
COc1ccc(CC(=O)OCC(=O)Nc2ncc(Cl)cc2Cl)cc1	-10%	7%	4%	22%	?	1.8	-11%[57.1 µM]	1%
O=[N+]([O-])c1ccc(/C=C/c2ccc3cccc([N+](=O)[O-])c3n2)cc1	0%	9%	10%	36%	2	0.9	-10%	-3%
COc1ccc(NC(=O)C2CCCN2C(=O)NC2CCCCC2)cc1 (stereo not drawn)	-30%	-8%	-6%	-2%	4	0.3	3%	6%
O=C(O)c1cc(-c2c[nH]c3ccccc23)nc2ccc3ccccc3c12	-15%	-6%	-6%	5%	?	-0.4	?	7%
CCCNc1nc2c(c(=O)[nH]c(=O)n2C)n1Cc1ccc(F)cc1	4%	-11%	-16%	-11%	5	-1.3	2%	-25%
Cc1ccccc1CN1C(=O)C(C)S/C1=N/N=C/c1ccco1 (stereo not drawn)	-5%	16%	-6%	13%	-2	-0.4	-7%	16%
Cc1ccc(NC(=O)C2CCC(CNC(=O)[C@@H]3Cc4ccccc4CN3)CC2)cc1 (stereo partly drawn)	-6%	5%	-5%	-14%	2	-0.1	-4%	4%
CC(C)(C)c1ccc(COC(=O)Nc2ccc(F)cc2)cc1	3%	8%	-7%	2%	3	-0.3	-5%	-12%
c1ccc2c(c1)[nH]c1c(N3CCN(C4CCCCC4)CC3)ncnc12	-1%	8%	6%	-26%	-3	-2.2	-6%	-4%
Cc1cc(C(=O)NCCN2CCOCC2)ccc1[N+](=O)[O-]	-7%	-3%	-15%	6%	2	0.7	-23%	-3%
Cc1ccc(-c2csc(/C(C#N)=C(\O)CN3CCN(C(=O)c4ccco4)CC3)n2)cc1	-24%	7%	?	?	?	-0.1	?	1%
O=C(c1csc(Nc2cccc3ccccc23)n1)N1CCCC1	-15%	-3%	6%	-4%	0	-1.1	1%	-7%
CCCN(Cc1nnc(-c2ccccc2Cl)o1)C(=O)c1cc([N+](=O)[O-])cc([N+](=O)[O-])c1	-7%	-6%	-10%	20%	-5	-0.4	-1%	0%
Cc1cc(C)c(NC(=O)C2CC(=O)N(C3CCCC3)C2)c(C)c1 (stereo not drawn)	-4%	-11%	7%	-2%	2	-0.4	-5%	14%
Cc1ccc(Cl)cc1NC(=S)N(Cc1ccccc1)Cc1cccnc1	-14%	9%	-19%	12%	2	2.8	-2%	8%
O=C(COc1ccccc1)Nc1ccc(N2CCN(C(=O)c3cccs3)CC2)cc1	27µM*	-7%	9%	16%	?	3.5	5%	13%
CCOC(=O)Nc1ccc(NS(=O)(=O)c2ccc(C)cc2)cc1	-6%	12%	-21%	3%	-1	-0.9	-8%	1%
Cc1cc(-c2nnc(CCC(=O)NC(C)(C)C34CC5CC(CC(C5)C3)C4)o2)no1	-25%	4%	-20%	32%	1	-0.2	-8%	-6%
Cc1cc(N2O[C@H]3C=C[C@@H]2C3)no1	?	-1%	-13%	-16%	-13	-0.4	-2%	3%

Fetched by compound from the list above (six):
SMILES	PLK1 PBD inh	Abeta rescue	EPAC1 antagonist	FUS suppressor	PI5P4K alpha inh	IL2 activator	WRN helicase inh	EPAC1 ag
Cc1cc(C(=O)NCCN2CCOCC2)ccc1[N+](=O)[O-]	-7%	-3%	-15%	6%	2	0.7	-23%	-3%
O=C(c1csc(Nc2cccc3ccccc23)n1)N1CCCC1	-15%	-3%	6%	-4%	0	-1.1	1%	-7%
Cc1ccc(Cl)cc1NC(=S)N(Cc1ccccc1)Cc1cccnc1	-14%	9%	-19%	12%	2	2.8	-2%	8%
Cc1ccc(-c2csc(/C(C#N)=C(\O)CN3CCN(C(=O)c4ccco4)CC3)n2)cc1	-24%	7%	?	?	?	-0.1	?	1%
CCOC(=O)Nc1ccc(NS(=O)(=O)c2ccc(C)cc2)cc1	-6%	12%	-21%	3%	-1	-0.9	-8%	1%
Cc1cc(C)c(NC(=O)C2CC(=O)N(C3CCCC3)C2)c(C)c1 (stereo not drawn)	-4%	-11%	7%	-2%	2	-0.4	-5%	14%

Following part:
SMILES	PLK1 PBD inh	Abeta rescue	EPAC1 antagonist	FUS suppressor	PI5P4K alpha inh	IL2 activator	WRN helicase inh	EPAC1 ag
Nc1cc(=O)[nH]c(SCC(=O)Nc2ccc(N3CCCCC3)cc2)n1	6%	-2%	0%	5%	-6	5.7	11%	5%
CC(C)(C)OC(=O)N1CCC(C(=O)Nc2ccc(C(=O)NC3CC3)cc2)CC1	-10%	-8%	-1%	0%	0	0.3	-3%	-3%
COc1ccc(N(CC(=O)Nc2ccc(S(=O)(=O)N3CCCCC3)cc2)S(C)(=O)=O)cc1OC	-7%	8%	-10%	?	0	-2.0	-2%	17%
Cc1nn(C)c(C)c1/C=N/NC(=O)C(C)(C)Oc1ccc(Cl)cc1	-2%	10%	-1%	16%	/	0.3	-6%	4%
COc1cc(/C=C/C(=O)c2ccc3c(c2)OCO3)cc(OC)c1OC	-4%	-15%	-9%	23%	1	-0.8	-9%	4%
CCc1ccccc1NC(=O)C1CCN(S(=O)(=O)c2ccc(N3CCCC3=O)cc2)CC1	1%	-3%	14%	-30%	6	-2.5	16%	-12%
c1ccc(CCc2cc3ccccc3[nH]2)cc1	-4%	-4%	-5%	-12%	18	-0.3	-5%	1%
CCc1nc2ccc(C(=O)N3CCN(S(=O)(=O)CC)CC3)cn2c1N(CC)Cc1cccc(Br)c1	2%	-2%	-13%	5%	2	-0.1	-8%	2%
c1ccc(C2(CNc3ccccn3)CCCC2)cc1	-3%	7%	7%	7%	/	3.1	-5%	6%
COc1ccc(NC(=O)C(C/C=C(/C)Cl)C(C)=O)cc1 (stereo not drawn)	3.8µM*	4%	-17%	5%	-25	1.2	-2%	7%
COc1ccc(-c2nnc3ccc(SCC(=O)N4CCCCC4)nn23)cc1OC	-7%	-11%	-1%	3%	-2	-1.7	9%	0%
